Screens from PubChem BioAssay.
M17LAP inhibition = P. falciparum M17LAP inhibitors, primary screen, biochemical, fluorogenic H-Leu-NHMec substrate, 1536-well (AID 1619); 220,000 tested, 0.38% active; inhibition, % at 30 µM; hits with a dose series show IC50 in µM; recombinant M17LAP, H-Leu-NHMec fluorogenic kinetic assay; higher % means a stronger effect;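 active means compound inhibiting the enzyme by more than half at any dose during confirmatory dose-response retesting; inconclusive means strong single-dose inhibitors picked by rank but not retested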;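 further: plate controls were full reaction with DMSO carrier for no effect and no enzyme background for full effect; strong numbers were not always called active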
T cell HTS = modulates CD8 T cell binding to vesicles | 2C CD8+ T cell-vesicle binding, flow cytometry; stronger effect = lower value | calls only at 7 µM | 330,000 tested, 0.068% active;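 active means response, share of CD8 T cells binding vesicles, and their 90th percentile fluorescence all below set limits, cut at about 80% in these data, passing the limit was not always enough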
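Benchmarks: naked versus QL9-loaded vesicles / Assay system: purified 2C TCR transgenic mouse naive CD8+ T cells / Technique: high-throughput flow cytometry with anti-B7-1 and anti-CD8 staining / Timing: Cell–vesicle co-incubation 1.5 h at 37 °C, staining 20 min on ice / Read-out: percent CD8+ FL2 mean versus row control / Probe or stimulus: QL9-loaded Drosophila micro-vesicles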
K1F lysis inhibition = inhibition of K1F phage lysis, E. coli UTI89, bacterial capsule biogenesis inhibitors, alamar blue (AID 488966); inhibition, % at 100 µM, or IC50 in µM where a hit was titrated; 340,000 tested, 0.02% active; E. coli UTI89 K1F phage lysis, alamar blue, 2 h; higher % means a stronger effect;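 active means phage lysis inhibition, versus mean bacterial control, above a set limit; inconclusive means no clear call, values can overlap the other calls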;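 further: capsule biogenesis inhibitors block K1F phage lysis so surviving cells raise fluorescence; higher fluorescence means more inhibition of phage lysis; actives were called in the ten point dose series up to 300 µM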
West Nile antiviral = inhibition of WNV-induced cytopathic effect – cell-based, CPE readout (AID 1621) | CPE inhibition, % at 10 µM; hits with a dose series show IC50 in µM | 290,000 tested, 0.02% active | West Nile virus-infected cells, CPE inhibition; higher % means a stronger effect; in the data active means a potency from the dose series; inconclusive means CPE inhibition mostly from about 3.7% at the one dose, without a potency; inactive means the rest, 99 in 100 with CPE inhibition below about 2.2%; further: strong numbers were not always called active
TNAP activators = stimulation of alkaline phosphatase TNAP activity – biochemical, luminescent, no phosphate acceptor, uHTS, primary screen (AID 1001); purified TNAP, luminescent activation assay, no phosphate acceptor; higher activation fold means a stronger effect; 200,000 tested, 0.03% active; activation fold at 20 µM, or EC50 in µM where a hit was titrated; in the data active means activation fold from about 3, or a potency from the dose series; inactive means the rest, 99 in 100 with activation fold below about 1.6; further: many of its hits are not listed in these tables
RSV antiviral HEp-2 = inhibition of RSV-induced cytopathic effect – HEp-2 cells, primary 10 µM value included (AID 2391); HEp-2 cells, RSV-induced CPE inhibition; higher % means a stronger effect; one-dose CPE inhibition, % at 10 µM; IC50 in µM for titrated hits; 310,000 tested, 0.13% active; in the data active means a potency from the dose series; inconclusive means CPE inhibition mostly from about 23% at the one dose, without a potency; inactive means the rest, 99 in 100 with CPE inhibition below about 21%; further: strong numbers were not always called active
human PMI inhibitors = human PMI inhibitors, high substrate, primary screen, biochemical, fluorescence intensity, high mannose 6-phosphate (AID 1220) | recombinant PMI enzyme, coupled fluorescence intensity; higher % means a stronger effect | inhibition, % at 20 µM; hits with a dose series show IC50 in µM | 190,000 tested, 0.66% active
M1AAP inhibition = P. falciparum M1AAP inhibitors, biochemical, fluorogenic H-Leu-NHMec substrate, 1536-well (AID 1445); recombinant M1AAP, H-Leu-NHMec fluorogenic kinetic assay; higher % means a stronger effect; one-dose inhibition, % at 30 µM; IC50 in µM for titrated hits; 220,000 tested, 0.42% active;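 active means primary inhibition above the hit cutoff, then over 50% inhibition at one or more dose response concentrations, cut at about 23% in these data, passing the limit was not always enough; inconclusive means conflicting primary data, or primary hits not chosen for dose response; inactive means low primary inhibition, or under 50% at every dose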;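 further: plate controls were DMSO full reaction for no effect and no enzyme background for full effect; strong numbers were not always called active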
human PMI inhibition = MPI enzyme activity inhibition – biochemical, fluorescence intensity, coupled assay, primary screen (AID 1209); purified PMI enzyme, coupled fluorescence intensity; higher % means a stronger effect; inhibition, % at 20 µM; hits with a dose series show IC50 in µM; 190,000 tested, 0.42% active;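 further: plate controls were DMSO vehicle for no effect and wells lacking substrate for full effect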
T cell HTS vesicle-bound % = recorded beside T cell HTS, whose call it bears; double positive events, %; measured here: CD8+ vesicle-bound cell fraction;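 binding gate set so that unloaded-vesicle control wells show 10% double positive cells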
* marks the source's active call; other numbers are inactive results; i = inactive; u = inconclusive; x = not tested or not shown; [ ] = remark or other dose. Unless noted, no stated cut-off is given here; in the data, active means inhibition above about 50%; inactive means the rest. Outcome played no part in choosing rows, and some 1.5% of all compounds hit somewhere here.

SMILES	M17LAP inhibition	T cell HTS	T cell HTS vesicle-bound %	K1F lysis inhibition	West Nile antiviral	TNAP activators	RSV antiviral HEp-2	human PMI inhibitors	M1AAP inhibition	human PMI inhibition
Cc1ccc(C(=O)Nc2ccccc2OC(F)F)cc1	-6%	i	47	1.2%	-0.5%	1	1.1%	1%	1%	0%
Cc1cc(C)nc(SCc2csc(-c3ccccc3)n2)n1	1%	i	27	0.8%[50 µM]	-0.4%	1	u	10%	4%	16%
CC(=O)Nc1ccc(NC(=S)NC(=O)/C=C/c2ccccc2)cc1	-6%	i	65	1.0%	-0.4%	1	3.4%	4%	11%	5%
Cc1ccc(SC[C@H](Cc2ccccc2)N2CCN(C)CCC2=O)cc1	10%	x	x	10%	-0.1%	x	x	x	-2%	x
COC(=O)c1cccc(NC(=O)CSc2nc(O)c(-c3ccccc3)c(=O)[nH]2)c1	1%	i	30	-0.5%	0.1%	1.1	-1.0%	17%	0%	2%
O=C(CSc1nc2c(c(=O)[nH]1)CCC2)Nc1ccccc1Cl	x	i	22	0.2%	-0.3%	x	1.4%	x	x	x
CN(C)S(=O)(=O)c1ccc(C(=O)Nc2cccc(C(=O)O)c2)cc1	6%	i	45	1.1%	0.3%	1.1	2.3%	8%	0%	11%
CC(C)Cc1csc(NC(=O)c2ccc(Br)cc2)c1C(=O)O	21%	i	57	0.0%[50 µM]	0.7%	x	-3.0%	x	2%	x
COc1ccc2cc(/C(C)=N/NC(=O)C3CC3)ccc2c1	-8%	i	48	0.5%	-0.5%	1.1	12%	-1%	-2%	-2%
COc1ccc(Cn2c(O)c(/C=N/NC(=O)c3cccnc3)c3ccccc3c2=O)cc1	0%	x	x	-0.1%	-0.5%	1.6	x	29%	6%	-7%
Cc1onc(-c2ccccc2Cl)c1C(=O)Nc1nnc(-c2ccc(Br)cc2)s1	4%	i	29	-1.3%	0.2%	1	12%	20%	-10%	24%
COc1ccc(-c2csc(N3CCN(c4cc(C)nc5ccccc45)CC3)n2)cc1OC	9%	i	47	0.5%	0.8%	1.1	-4.4%	2%	0%	7%
C=CCN1C(=O)C(CC(=O)Nc2ccc(C)cc2)SC1=Nc1c(C)n(C)n(-c2ccccc2)c1=O (stereo not drawn)	-10%	i	32	0.4%[50 µM]	0.0%	1.2	-0.1%	-2%	6%	-6%
COCCNC(=O)C(c1ccc(C)cc1)N(Cc1ccccc1)C(=O)CCC(=O)Nc1ccccn1 (stereo not drawn)	x	i	34	0.1%	-0.5%	x	0.8%	x	x	x
O=C(O)c1cc(Cl)c(Cl)cc1C(=O)Nc1cccc2ncccc12	11%	i	44	4.9%	-0.1%	1.1	1.4%	55%*	12%	45%
C/C(=N\NC(=O)c1ccc(Cl)c(Cl)c1)c1cccc(NC(=O)C(C)C)c1	9%	i	56	-1.5%	-0.1%	1	4.8%	16%	0%	16%
COc1ccc(CCNC(=O)CCS(=O)(=O)c2ccc3nc(C)sc3c2)cc1OC	x	i	24	3.0%	-1.0%	x	0.2%	x	x	x
Cn1cccc1C(=O)NCc1ccc(S(N)(=O)=O)cc1	x	i	21	0.0%	0.0%	x	0.9%	x	x	x
CC(=O)Nc1ccc(-c2csc(NC=C3C(=O)OC(C)(C)OC3=O)n2)cc1	3%	i	36	-0.1%	1.6%	1.1	0.6%	-6%	14%	-6%
Cc1noc(NS(=O)(=O)c2ccc(NC(=O)C(C)(C)C)cc2)c1C	x	i	33	0.2%	0.1%	x	4.1%	x	x	x
N#C/C(=N\Nc1ccc(Cl)c(Cl)c1)C(=O)C1CC1	25%	i	30	x	-0.6%	x	x	x	18%	x
Cc1ccc(-c2n[nH]c(=S)n2C)cc1	2%	x	x	-0.1%	-0.3%	0.6	x	2%	7%	-2%
Cc1ccc(O)c(-c2cc(-c3cccc(Br)c3)n[nH]2)c1	-5%	i	2	-1.1%	-1.0%	1.1	u	x	9%	x
Cc1cc(C(=O)OCn2nnc3ccccc3c2=O)c(C)n1-c1ccccc1	2%	i	29	0.2%	-0.1%	1.1	14%	-12%	0%	-9%
Cc1ccc(-c2nnn(CC(=O)N(c3ccccc3F)C(C(=O)NCC3CCCO3)c3c[nH]c4ccccc34)n2)cc1 (stereo not drawn)	9%	i	51	4.3%	0.0%	1.1	1.5%	9%	19%	19%
O=C(Nc1ccc(Br)cc1Cl)Nn1cnnc1	0%	i	4	-0.5%	-0.1%	1.1	-0.6%	19%	6%	14%
O=C(CCNC(=O)c1ccc([N+](=O)[O-])cc1)Nc1nccs1	3%	i	28	0.2%	-0.8%	1.1	2.2%	-20%	-1%	-32%
COc1ccc(C(=O)CSc2nnc(C3CC3)n2N)cc1	5%	i	53	i	0.3%	1.2	3.3%	-2%	7%	2%
CCOC(=O)C1CCCN(CC(=O)Nc2c(C(=O)OC)[nH]c3ccc(Cl)cc23)C1 (stereo not drawn)	-3%	i	62	0.8%	0.1%	1	2.2%	13%	3%	18%
CC(=O)N1[C@H](Cc2ccccc2)C=C[C@]1(C)C(=O)NCCc1c[nH]c2ccccc12	-6%	x	x	2.4%	0.8%	1.1	0.3%	9%	-1%	10%
O=C(OCC(=O)N1N=C(c2ccc(Cl)cc2)CC1c1ccco1)c1ccccc1O (stereo not drawn)	33%	i	40	2.2%	0.1%	0.9	u	-1%	6%	6%
CCNC(=O)NC(=O)C(C)OC(=O)c1oc2ccc(OC)cc2c1C (stereo not drawn)	1%	i	44	0.9%	-0.6%	1	0.1%	-8%	2%	0%
O=C(Cn1cncn1)c1ccccc1Br	x	i	52	0.2%	-0.3%	x	0.6%	x	x	x
COc1ccc(-c2cc(C#N)nc(N3CCN(C)CC3)n2)cc1	-3%	i	48	0.3%	-0.8%	1	2.2%	0%	9%	-1%
NC(=O)CSc1nnc(Cn2c(=O)sc3ccccc32)n1-c1ccccc1	-6%	i	29	-1.4%	-0.6%	1.2	0.6%	30%	8%	-1%
Cc1onc(-c2c(Cl)cccc2Cl)c1C(=O)NCCc1ccncc1	x	i	64	0.2%	-0.6%	x	-0.5%	x	x	x
CC(C)CCNC(=O)CN(CCN1CCOCC1)C(=O)Cn1nnc(-c2ccc(F)cc2)n1	3%	x	x	-0.5%	-0.1%	1.1	-0.1%	-4%	-7%	-5%
O=[N+]([O-])c1ccc(/C=N/Nc2ccccn2)cc1	x	i	9	-1.1%[50 µM]	-0.8%	x	3.3%	x	x	x
COc1ccccc1N1CCN(C(=O)CSc2nnc(NC(=O)C3CCC3)s2)CC1	14%	i	25	2.6%	0.6%	1.1	2.1%	4%	1%	9%
CC(C)(C)c1ccc(/C=C/C(=O)NCCCn2ccnc2)cc1	x	i	24	1.6%[50 µM]	-1.1%	x	1.6%	x	x	x
Cc1c(Cl)c([N+](=O)[O-])nn1CC(=O)Nc1c(C)n(C)n(-c2ccccc2)c1=O	4%	i	49	0.6%	-0.3%	1.1	0.3%	5%	-4%	7%
Cc1cc(OC(=O)CNC(=O)OC(C)(C)C)c2c(C)cc(=O)oc2c1	8%	i	29	-0.1%	-0.1%	1	0.9%	-7%	8%	-2%
C=CCn1c(C)nnc1SCC(=O)Nc1nccs1	x	i	7	0.0%	0.3%	x	0.1%	x	x	x
O=c1[nH]c(-c2ccccc2)nnc1-c1ccccc1	-6%	i	59	u	0.4%	x	0.1%	x	4%	x
O=[N+]([O-])c1cccc(-c2nnc3n2CCCCC3)c1	x	i	36	0.5%	0.2%	x	0.4%	x	x	x
CN(c1ccccc1)S(=O)(=O)c1cccc(C(=O)Nc2nccs2)c1	-6%	i	8	0.1%	-1.0%	1.1	u	6%	10%	-3%
Cc1cccn2c(=O)c3cc(C#N)c(=N)n(Cc4ccncc4)c3nc12	5%	i	24	x	x	1.1	-1.3%	15%	6%	6%
Cc1ccccc1OCCn1c(S(=O)(=O)O)nc2c(N)ncnc21	x	i	28	0.0%	0.7%	x	1.3%	x	x	x
Cc1cccn2c(=O)c(/C=C3\SC(=S)NC3=O)c(NCCCN3CCOCC3)nc12	3%	i	6	0.1%	1.6%	x	-0.1%	x	5%	x
CCCc1cc(=O)oc2c(C)c(OCC(=O)NC3CCN(Cc4ccccc4)CC3)ccc12	x	i	20	0.8%	-0.7%	x	0.4%	x	x	x
Cn1cnnc1SCC(=O)Nc1ccccc1Sc1ccccc1	12%	i	22	1.5%	0.0%	1.1	2.6%	6%	1%	10%
Cc1[nH]n(-c2ccccc2)c(=O)c1/C=N/N1C(=O)c2ccc3c4c(ccc(c24)C1=O)CC3	7%	i	51	0.0%	-0.4%	1	-0.7%	-1%	-3%	-8%
O=C(NCCc1c[nH]c2ccccc12)c1cc([N+](=O)[O-])cc([N+](=O)[O-])c1	x	i	30	0.3%	-1.0%	x	0.2%	x	x	x
Nc1nc(C2CCCN2S(=O)(=O)c2ccc(Cl)cc2)cs1 (stereo not drawn)	-8%	i	41	-2.4%	0.4%	1.1	0.8%	5%	4%	14%
CCCN(CCC)S(=O)(=O)c1ccc(C(=O)N2CCOCC2)cc1	4%	i	51	1.5%	-0.1%	1.1	0.6%	6%	-3%	4%
CCc1ccc(/C(C)=N\Nc2ccc([N+](=O)[O-])cc2)cc1	0%	i	12	0.5%	0.0%	0.9	3.5%	17%	-2%	18%
CC(C)CCNC(=O)NC(=O)COc1c(F)c(F)cc(F)c1F	-4%	i	19	0.0%	-0.1%	1.1	0.4%	15%	-1%	16%
CC(CCc1ccccc1)NC(=O)CN1CCc2ccccc2C1 (stereo not drawn)	-2%	i	19	0.2%	-0.3%	1.1	1.9%	4%	0%	1%
CC(C(=O)NC(C)(C)C)N(C(=O)CS(=O)CC(=O)Nc1ccc(F)cc1)C1CCCC1 (stereo not drawn)	x	i	6	0.1%	-1.3%	x	2.9%	x	x	x
Cc1cc(NS(=O)(=O)c2ccc(NC(=O)CCCOc3ccc(Cl)cc3)cc2)no1	-12%	i	54	-0.4%	0.9%	1.1	2.0%	-5%	1%	-11%
